S-ASM inh – human S-ASM enzyme inhibition; P17405; placental ASM, HMU-PC fluorogenic substrate, 60 min; Potency, µM (series often up to 57.5 µM), for inactives: at the highest dose activity change, negative = inhibition, usual class: inhibitors; 0.006% of 340,000 active; AID 504937; further: potency means the concentration at half of the fitted maximal effect
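Fluorogenic HMU-PC substrate (9 uM final) is turned over by placental ASM in 60 min at 37 C after a 10 min compound preincubation. Reaction ended by alkaline stop (pH 10), with fluorescence read at 386/447 nm.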
Mito fusion yeast – blocks mitochondrial division or promotes mitochondrial fusion; 0.23% of 320,000 active; AID 485298; S. cerevisiae fusion-defective mutant growth rescue, CellTiterGlo 48 h; Potency, µM (doses to about 46.1 µM), without a hit: at the highest dose growth rescue (activation), actives largely listed as activators;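 further: potency means the concentration at half of the fitted maximal effect; % of control where 0% means no effect; nearly all actives have a fitted effect of over 45% in size; temperature-sensitive fusion mutants such as fzo1-1 at 37 °C on non-fermentable ethanol glycerol medium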
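Compounds are tested for their ability to restore growth of mitochondrial fusion-defective yeast strains at non-permissive 37C in YPEG medium over 48 hours. Viability is quantified by luciferase luminescence.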
TSHR antagonist – human thyrotropin receptor antagonism; TSHR-expressing cells, TSH-stimulated cAMP HTRF, 2 h; hits give low values; activity change, negative = inhibition, % at 11.5 µM; P16473; 0.2% of 330,000 active; AID 504810;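 active means activity change below a set negative limit, meaning inhibition stronger than a set level, cut at about -70% in these data; inconclusive means activity change between two set negative limits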; further: on the % scale 0 is the no-effect control and ±100 the full control effect
Target sequence (P16473 whole entry, looked up): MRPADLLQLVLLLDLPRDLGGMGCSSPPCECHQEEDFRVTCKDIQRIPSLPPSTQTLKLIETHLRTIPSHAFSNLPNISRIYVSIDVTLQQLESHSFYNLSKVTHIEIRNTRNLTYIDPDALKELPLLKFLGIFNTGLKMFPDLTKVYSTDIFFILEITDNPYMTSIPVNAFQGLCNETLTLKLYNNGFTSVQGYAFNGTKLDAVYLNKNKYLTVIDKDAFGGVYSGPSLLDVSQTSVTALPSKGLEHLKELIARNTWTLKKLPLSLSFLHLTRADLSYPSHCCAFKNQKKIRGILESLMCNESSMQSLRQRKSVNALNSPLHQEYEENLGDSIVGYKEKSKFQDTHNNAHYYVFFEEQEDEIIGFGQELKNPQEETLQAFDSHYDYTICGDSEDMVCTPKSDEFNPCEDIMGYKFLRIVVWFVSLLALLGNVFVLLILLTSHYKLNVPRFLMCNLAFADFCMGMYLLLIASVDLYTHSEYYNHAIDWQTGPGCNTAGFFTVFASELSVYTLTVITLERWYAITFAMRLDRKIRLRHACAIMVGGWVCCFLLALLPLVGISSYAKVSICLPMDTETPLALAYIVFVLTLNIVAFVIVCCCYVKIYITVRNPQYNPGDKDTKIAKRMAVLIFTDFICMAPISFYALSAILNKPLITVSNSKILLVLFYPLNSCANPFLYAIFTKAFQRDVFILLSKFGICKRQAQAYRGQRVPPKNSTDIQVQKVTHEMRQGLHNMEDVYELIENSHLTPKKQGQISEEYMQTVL
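Competitive HTRF cAMP read-out (cryptate anti-cAMP antibody, cAMP-d2; 30 min, room temperature) in freshly harvested TSHR cells. Compounds added before TSH at EC80 (4nM final), followed by 2 hours' incubation at 37 deg C.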
PKM2 act – increases activity of human pyruvate kinase M2; purified PKM2, Kinase-Glo ATP luminescence, activation; response scale: 0% is enzyme alone, no compound; Potency, µM (series often up to 57.5 µM), for the others: at the top dose activation, most hits filed as activators; 0.34% of 260,000 active; further: potency means the concentration at half of the fitted maximal effect; on the % scale 0 is the no-effect control and ±100 the full control effect; nearly all actives have a fitted effect of over 55% in size
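Purified hPK-M2 (>95%) run at intermediate activity with 0.1 mM ADP and 0.5 mM PEP in 50 mM imidazole pH 7.2, KCl, MgCl2; 1 h room temperature. ATP formed read by Kinase-Glo luminescence; normalized to uninhibited and no-enzyme controls.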
MBNL1-CUG inh – inhibitors of human MBNL1 binding to CUG repeat RNA; AID 2675; 0.036% of 280,000 active; TR-FRET MBNL1-His/biotin-(CUG)12 binding, 665/545 ratio; Q9NR56; Potency, µM (doses to about 57.5 µM), for inactives: at the highest dose activity change, negative = inhibition, actives largely listed as inhibitors; active means well fitted inhibition curve with a large enough effect in the signal ratio, with a control signal flat, not every such curve was filed as active; inconclusive means small, poorly fitted or top-dose-only effect, or effect the other way, or a change in a side signal; inactive means no such curve, though single readings can be large or run the other way; the % refers to the signal ratio; further: potency means the concentration at half of the fitted maximal effect; on the % scale 0 is the no-effect control and ±100 the full control effect
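MBNL1-His + Biotin-(CUG)12, cpd titration 92 nM–58 uM; Tb anti-His Ab 0.055 ng/ul, SA-XL665 5 nM (final); 60 min RT; ratiometric 665/545 nm, Ex 340 nm; normalized to buffer and full-complex controls.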
hERG WT inh – KCNH2 (human, wildtype) channel inhibition; U2OS, BacMam KCNH2, thallium flux FluxOr; hits give low values; activity change, % at 1.84 µM; 0.37% of 340,000 active; AID 720551;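 active means maximum activity change below -70%; inconclusive means maximum activity change between -70% and -50%; inactive means maximum activity change above -50%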; further: on the % scale 0 is the no-effect control and ±100 the full control effect
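U2OS cells transduced with wild-type KCNH2 virus are loaded with FluxOr dye for 45 min, and thallium flux is measured in kinetic reads before and after stimulation buffer. Rate constants are normalized to DMSO controls.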
GALK inhibitor – blocks human galactokinase activity; Purified GALK, Kinase-Glo residual ATP luminescence; 0.007% of 270,000 active; AID 1868; P51570; Potency, µM (series often up to 57.5 µM), for inactives: top-dose activity change, negative = inhibition, usual class: inhibitors; further: potency means the concentration at half of the fitted maximal effect; on the % scale 0 is the no-effect control and ±100 the full control effect
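Galactose (100 uM) and ATP (35 uM) were turned over by 5 nM GALK for 1 h at RT. Kinase-Glo Plus then converted the remaining ATP into a luminescent signal.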
Eya2 phos inh – Eya2 (human) phosphatase inhibition. Potency, µM (highest dose often 76.9 µM), for inactives: top-dose activity, negative = inhibition, usual class: inhibitors. recombinant Eya2, OMFP fluorescence dephosphorylation (OMFP is methylfluorescein phosphate). AID 488837. O00167. 0.006% of 330,000 active; further: potency means the concentration at half of the fitted maximal effect; on the % scale 0 is the no-effect control and ±100 the full control effect
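Eya2 protein (added as 0.2 uM solution) was preincubated with compound for 10 min at ambient temperature in 50 mM HEPES pH 7.5, 50 mM NaCl, 5 uM MgCl2, 0.05% BSA, 1 mM DTT. OMFP (added at 50 uM) then reacted 10 min; fluorescence read at 485/525 nm.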
Menin MLL FP TR – inhibitors of human menin-MLL interaction, mutant MLL peptide | O00255 | Menin + Texas Red MLL mutant peptide, fluorescence polarization | Potency, µM (doses to about 61.6 µM), for inactives: at the top dose FP activity change, negative = inhibition, hits mostly inhibitors | 0.23% of 270,000 active | AID 1768; active means well fitted inhibition curve with a large enough effect in the polarisation, with a control signal flat, not every such curve was filed as active; inconclusive means small, poorly fitted or top-dose-only effect, or effect the other way, or a change in a side signal; inactive means no such curve, though single readings can be large or run the other way; the % refers to the polarisation; further: potency means the concentration at half of the fitted maximal effect; % of control where 0% means no effect; many of its hits are not listed in these tables
Chronic BCR inh – chronic active BCR signaling inhibition. AID 493014. ABC-DLBCL IkBa-CBG/CBR reporter, luminescence ratio, 4 h. Potency, µM (titrated, usually from 46.1 µM), without a hit: top-dose ratio change, negative = lower green/red ratio, usual class: inhibitors. 0.05% of 340,000 active; active means well fitted inhibition curve with a large enough effect in the signal ratio, with a control signal flat, not every such curve was filed as active; inconclusive means small, poorly fitted or top-dose-only effect, or effect the other way, or a change in a side signal; the % refers to the signal ratio;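 further: potency means the concentration at half of the fitted maximal effect; plate controls were basal doxycycline-induced cells for no effect and cells given 10 µM MG132 for full effect; MG132 reads +100%, hits lower the ratio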
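TMD8 human ABC-DLBCL cells with doxycycline-inducible IκBα–green luciferase fusion and unfused red luciferase, in 0.5% FBS medium; compounds up to 46 uM, 4 h at 37C. Green/red luminescence ratio, filter-overlap corrected, fitted to concentration-response curves.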
USP2a block – blocks human ubiquitin-specific protease USP2a | AID 463254 | O75604 | Potency, µM (doses to about 38.3 µM), without a hit: at the highest dose activity change, negative = inhibition, most hits filed as inhibitors | 0.01% of 330,000 active | USP2 core, Ub-CHOP2 coupled fluorogenic reporter, 485/531;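 further: potency means the concentration at half of the fitted maximal effect; plate controls were DMSO wells for no effect and full inhibition by NEM control for full effect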
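USP2 core (10nM final) preincubated 30min RT with compound in 20mM Tris-HCl pH 8.0, 2mM CaCl2, 2mM beta-mercaptoethanol, 0.05% CHAPS; 25nM Ub-CHOP2 plus 25nM reporter substrate added, fluorescence (Ex485/Em531) read after 60min.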
* = called active by the depositor; ? = inconclusive; / = not tested or not shown; [ ] = remark or other dose. Unless noted, the call rests on the fitted dose curve; in most records, active means well fitted curve in the direction sought with a large enough effect; inconclusive means small, poorly fitted or top-dose-only effect, or another doubt; inactive means no such curve, though single readings can be large; an effect the other way counts as inactive or inconclusive. A portion of the library; count on the stated rates, not on these rows.

molecule	S-ASM inh	Mito fusion yeast	TSHR antagonist	PKM2 act	MBNL1-CUG inh	hERG WT inh	GALK inhibitor	Eya2 phos inh	Menin MLL FP TR	Chronic BCR inh	USP2a block
O=C(Nc1nc(-c2ccccc2)cs1)c1cccs1	-10%	-2%	-16	-1%	-9%	-8	-1%	-2%	?	?	-6%
CCC(C)NC(=O)CN(c1ccc(Cl)c(Cl)c1)S(C)(=O)=O (configuration not stated)	6%	-6%	-4	1%	-2%	-4	-2%	10%	13%	-15%	1%
CCc1ccccc1NC(=O)NC1CC2CCC(C1)N2Cc1ccco1 (configuration not stated)	2%	6%	7	-32%	-13%	-3	8%	1%	-1%	0%	-1%
Cn1c(C(=O)c2ccccc2[N+](=O)[O-])nc2ccccc21	-4%	2%	-11	2%	?	/	-2%	5%	2%	-4%	2%
CCCCN(C)C(=S)Nc1ccsc1C(=O)OC	1%	21%	-27	-4%	2%	-7	-1%	4%	2%	?	0%
Cc1cc2nccc(-c3ccncc3)n2n1	3%	0%	4	0%	?	4	0%	6%	2%	0%	4%
Cc1ccc(S(=O)(=O)N2c3cc(C)ccc3OCC2C(C)(C)C)cc1 (configuration not stated)	-4%	4%	-13	-4%	1%	-7	-1%	16%	-18%	?	-1%
COc1cc(/C=C2\C(=N)N3N=C(C)SC3=NC2=O)cc(OC)c1OCCOc1ccccc1C	-3%	4%	8	0%	-4%	1	-3%	-2%	?	?	-9%

Part of the list above with just Menin MLL FP TR, S-ASM inh and hERG WT inh.
| SMILES | Menin MLL FP TR | S-ASM inh | hERG WT inh |
| --- | --- | --- | --- |
| CCC(C)NC(=O)CN(c1ccc(Cl)c(Cl)c1)S(C)(=O)=O (configuration not stated) | 13% | 6% | -4 |
| CCc1ccccc1NC(=O)NC1CC2CCC(C1)N2Cc1ccco1 (configuration not stated) | -1% | 2% | -3 |

New compounds follow
molecule	S-ASM inh	Mito fusion yeast	TSHR antagonist	PKM2 act	MBNL1-CUG inh	hERG WT inh	GALK inhibitor	Eya2 phos inh	Menin MLL FP TR	Chronic BCR inh	USP2a block
COc1cccc(C(NC(C)=O)c2ccc3cccnc3c2O)c1 (configuration not stated)	0%	8%	7	2%	12%	-82*	/	-7%	-2%	-10%	-1%
CCOC(=O)C1=C(C)N(C)C(=O)NC1c1c(C)nn(-c2ccccc2)c1C (configuration not stated)	2%	5%	21	3%	-9%	-14	1%	-12%	-3%	?	3%
CC(=O)Nc1ccc(NC(=O)c2cccc(C(=O)OC(C)C)n2)cc1	-1%	7%	-13	-11%	-6%	4	-1%	5%	5%	-13%	0%
CN(Cc1ccc(O)cc1)C1CCCCC1	1%	-8%	-10	-3%	2%	-3	2%	-2%	24%	1%	-1%
Cc1ccc(OCc2nnc(SCC(=O)NCc3ccccc3)n2C)cc1	-2%	-1%	14	?	0%	3	-3%	14%	-1%	6%	1%
NS(=O)(=O)c1ccc(NC(=S)NNC(=O)CCC(=O)Nc2ccccc2Cl)cc1	-2%	1%	6	-4%	-6%	-5	6%	10%	4%	3%	0%
CSc1nc(-c2ccccc2)cc(C(F)(F)F)c1C#N	9%	0%	-1	-4%	-14%	-21	0%	-6%	2%	-6%	-3%
O=C(COC(=O)c1ccc(F)cc1Cl)NCc1ccco1	-7%	2%	2	/	/	1	/	-44%	/	-11%	1%
Nc1nnc(SCCOc2cccc(Br)c2)s1	-2%	5%	-32	11%	-17%	-10	-1%	-16%	35%[activator]	-16%	-2%
CCOC(=O)c1c(-c2ccccc2)oc2ccc(OC(C)=O)cc12	1%	?	-5	3%	-2%	13	-2%	6%	5%	4%	0%
COc1ccc(-c2nn(C)c(=O)c3ccccc23)cc1NS(C)(=O)=O	-1%	2%	-7	3%	-4%	-5	2%	20%	-4%	?	5%
CCn1c(SCC(=O)Nc2cc(C)on2)nnc1-c1ccc(C)cc1	2%	22%	-8	/	-2%	-3	0%	-5%	0%	-2%	1%
CCOc1ccccc1OCCC(=O)OCC(=O)Nc1c(C)cc(C)cc1C	-2%	0%	3	/	/	-7	/	-11%	/	-1%	4%
COc1ccc(C(=O)NC2CC2)cc1OC1CCN(Cc2ccccc2O)CC1	-1%	3%	11	-4%	-1%	-21	-5%	-1%	/	-6%	0%
Cc1oc(CSCC2CCCO2)cc1C(=O)O (configuration not stated)	5%	0%	-7	-3%	-6%	-9	0%	0%	?	4%	3%
COc1cc(OC)c(OC)cc1CNCCNC(=O)c1ccco1	0%	-3%	5	-3%	0%	27	16%	17%	2%	8%	1%
COc1ccc(C(=O)Oc2c(OC)cc(C(=S)N3CCOCC3)cc2OC)cc1	-5%	3%	2	-3%	-7%	4	4%	-29%	2%	-8%	-2%
COCCn1c(C)cc(C(=O)CSc2nc3ccccc3c(=O)[nH]2)c1C	-7%	-3%	-13	0%	21%	-7	1%	-1%	-5%	9%	2%
COc1ccccc1C(c1nnnn1Cc1ccco1)N1CCN(c2cccc(C)c2C)CC1 (configuration not stated)	-2%	9%	?	6%	22%	-10	-2%	-1%	-2%	18%	4%
COc1ccc(NC(=O)CSc2nnc(Cc3ccccc3)c(=O)n2N)cc1	/	-3%	7	/	/	-6	/	-9%	/	-8%	0%
COc1cccc(NC(=O)NCCCSC2CCCCC2)c1	-1%	2%	0	20%	-7%	-14	-1%	-15%	-3%	?	-2%
Nc1nnc(N2CCCCCC2)s1	4%	11%	16	1%	-5%	2	0%	-7%	9%	-3%	4%
C/C(CC(=O)Nc1ccc2c(c1)OCCO2)=N\NC(=O)COc1ccccc1	1%	-11%	9	/	-1%	-4	0%	-12%	26%	2%	1%
Cc1cc(C)c(NC(=O)c2cc(=O)c3ccccc3o2)c(C)c1	1%	28%	-1	0%	32%[activator]	-3	2%	3%	3%	1%	-7%

A few values from the list.
Value of Cc1cc(C)c(NC(=O)c2cc(=O)c3ccccc3o2)c(C)c1 under PKM2 act: 0%
Value of COc1ccc(NC(=O)CSc2nnc(Cc3ccccc3)c(=O)n2N)cc1 under TSHR antagonist: 7

Later entries.
molecule	S-ASM inh	Mito fusion yeast	TSHR antagonist	PKM2 act	MBNL1-CUG inh	hERG WT inh	GALK inhibitor	Eya2 phos inh	Menin MLL FP TR	Chronic BCR inh	USP2a block
O=C(CNCc1cccs1)Nc1ccc(N2CCCCCC2)cc1	-1%	-2%	5	3%	4%	-6	8%	-1%	-21%	-7%	1%
CCC(=O)c1ccc(N2CCCC2)c(F)c1	0%	5%	-2	-4%	13%	8	1%	-4%	0%	?	-1%
CCCCc1ccc(NC(=S)NCc2cccnc2)cc1	2%	2%	10	4%	12%	0	/	0%	3%	-3%	2%
COc1ccc(/C(O)=C2\C(=O)C(=O)N(CCCN(C)C)C2c2ccccc2F)cc1Cl (configuration not stated)	/	0%	1	-4%	19%	/	1%	27%[15.4 µM]	-14%	3%	5%
CCOCCCn1cnc2c([nH]c3cc(OC)ccc32)c1=O	-3%	-1%	-11	4%	2%	7	-3%	9%	-9%	1%	3%
COc1ccccc1NS(=O)(=O)c1cccc(NC(=O)Cc2cccs2)c1	-4%	-2%	0	6%	/	-14	1%	-9%	8%	8%	0%
Cc1cccc(NC(=O)c2cc3n(n2)C(C(F)(F)F)CC(c2ccc4c(c2)OCO4)N3)c1 (configuration not stated)	-16%	?	-9	3%	-1%	6	-2%	-12%	-5%	11%	-1%
Cc1cc(=O)n2nc(N3CCCC(C(=O)N4CCc5ccccc54)C3)sc2n1 (configuration not stated)	0%	-1%	0	-4%	-4%	-4	2%	10%	-13%	?	-2%
CC(=O)N1CCN(CC(=O)Nc2c(Cl)ccc(C)c2Cl)CC1	4%	-8%	11	-9%	-2%	-2	-1%	-6%	2%	-2%	0%
